# Screening results deposited in PubChem BioAssay by National Center for Advancing Translational Sciences (NCATS).
# POLB inh: qHTS Assay for Inhibitors of DNA Polymerase Beta | P06746 | Potency, µM (series often up to 114 µM), inactives show at the top dose activity change, negative = inhibition, usual class: inhibitors | 1.3% of 340,000 active | Pol beta primer extension/strand displacement, fluorescence kinetic; further: on the % scale 0 is the no-effect control and ±100 the full control effect
#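 10 nM enzyme + cpd, 15 min RT; start with substrate 50 nM final; read 0 min and after 10 min RT. Corrected, normalized data; 4-parameter Hill curve fit.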
# Pol eta inh: qHTS for Inhibitors of Polymerase Eta; recombinant Pol eta, fluorescent DNA replication assay; Potency, µM (top dose mostly 114 µM), for the others: at the highest dose activity change, negative = inhibition, actives largely listed as inhibitors; 1.2% of 390,000 active; AID 588591, 2011; further: on the % scale 0 is the no-effect control and ±100 the full control effect
#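 Pol eta at 10 nM preincubated with compounds 15 min at room temperature; reaction started with fluorescent substrate (50 nM final) and read kinetically at 0 and 10 min.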
# BAZ2B block: qHTS Assay for Inhibitors of BAZ2B. AlphaScreen BAZ2B-H3K14Ac peptide displacement. Potency, µM (highest dose often 114 µM), for the others: at the highest dose activity change, negative = inhibition, most hits filed as inhibitors. 4.4% of 360,000 active. AID 504333, 2011; further: on the % scale 0 is the no-effect control and ±100 the full control effect; nearly all actives have a fitted effect of over 60% in size
#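 AlphaScreen luminescence quantifies BAZ2B engagement of H3K14Ac peptide; the protein and biotinylated peptide are both at 50 nM final, buffer PBS pH 7.4 with 0.01% Tween-20, all steps at room temperature.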
# JMJD2A Tudor: qHTS Assay for Inhibitors of JMJD2A-Tudor Domain | Potency, µM (doses to about 114 µM), for the others: at the highest dose activity change, negative = inhibition, hits mostly inhibitors | AID 504339, 2011 | 4.4% of 390,000 active | AlphaScreen JMJD2A-Tudor / H3K4me3 peptide binding; further: on the % scale 0 is the no-effect control and ±100 the full control effect; nearly all actives have a fitted effect of over 50% in size
# G9a block: qHTS Assay for Inhibitors of Histone Lysine Methyltransferase G9a; Histone-lysine N-methyltransferase EHMT2 (Homo sapiens), Q96KQ7; G9a H3K9 monomethylation, AlphaScreen, 2 h; Potency, µM (titrated, usually from 102 µM), for the others: at the highest dose activity, negative = inhibition, usual class: inhibitors; 8.8% of 350,000 active; further: on the % scale 0 is the no-effect control and ±100 the full control effect; nearly all actives have a fitted effect of over 75% in size
# Target sequence (Q96KQ7 913-1193 limits assumed): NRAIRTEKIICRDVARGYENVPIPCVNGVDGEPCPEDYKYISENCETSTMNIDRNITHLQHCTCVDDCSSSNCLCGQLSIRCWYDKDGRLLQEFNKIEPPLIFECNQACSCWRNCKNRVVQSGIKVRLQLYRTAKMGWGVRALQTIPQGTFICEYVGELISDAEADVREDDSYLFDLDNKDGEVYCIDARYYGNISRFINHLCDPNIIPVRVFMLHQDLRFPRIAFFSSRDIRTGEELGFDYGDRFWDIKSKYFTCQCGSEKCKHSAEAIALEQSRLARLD
#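 Step 1: enzyme (final 20 nM) with compound, 15 min RT. Step 2: substrate peptide 500 nM and SAM 20 uM, 2 h RT. Step 3: anti-H3K9me1 antibody and AlphaScreen beads, 10 min, then plate read.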
# POLI inh: qHTS for Inhibitors of Polymerase Iota. DNA polymerase iota (Homo sapiens), Q9UNA4. Pol iota fluorescent replication assay, 10 min. Potency, µM (top dose mostly 115 µM), inactives show at the top dose activity, negative = inhibition, hits mostly inhibitors. 1% of 390,000 active. AID 588590, 2011
#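 Pol iota at 10 nM preincubated 15 min with compounds at room temperature; reaction started with fluorescent substrate, 50 nM final. Fluorescence read kinetically at 0 and 10 min; buffer-only wells as negative control.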
# APE1 inh: qHTS Assay for Inhibitors of the Human Apurinic/apyrimidinic Endonuclease 1 (APE1); DNA repair nuclease/redox regulator APEX1 (Homo sapiens), P27695; recombinant APE1, TAMRA/BHQ-2 abasic DNA cleavage fluorescence; Potency, µM (titrated, usually from 65.8 µM), for inactives: at the top dose activity change, negative = inhibition, actives largely listed as inhibitors; 0.35% of 350,000 active;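 further: plate controls were vehicle for no effect and reference inhibitor for full effect; nearly all actives have a fitted effect of over 55% in size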
# Target sequence (P27695 whole entry, looked up): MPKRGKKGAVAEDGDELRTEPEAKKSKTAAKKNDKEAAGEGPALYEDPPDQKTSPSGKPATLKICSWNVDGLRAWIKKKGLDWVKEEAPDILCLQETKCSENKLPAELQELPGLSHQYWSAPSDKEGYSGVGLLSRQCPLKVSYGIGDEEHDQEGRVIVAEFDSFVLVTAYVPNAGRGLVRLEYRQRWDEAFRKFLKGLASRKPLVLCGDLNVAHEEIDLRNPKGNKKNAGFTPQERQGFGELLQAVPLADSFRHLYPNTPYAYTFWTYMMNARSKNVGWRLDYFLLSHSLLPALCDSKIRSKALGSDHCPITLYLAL
#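 Quantitative HTS: incision of a TAMRA/BHQ-2 double-stranded substrate bearing a tetrahydrofuran abasic site by 0.75 nM APE1 raises fluorescence. Substrate 50 nM final, added after 15 min compound preincubation at room temperature; progress as third-minus-first kinetic read difference.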
# POLK inh: qHTS for Inhibitors of Polymerase Kappa. DNA polymerase kappa (Homo sapiens), Q9UBT6. purified Pol kappa, fluorescent DNA synthesis assay, 10 min. Potency, µM (highest dose often 107 µM), without a hit: top-dose activity, negative = inhibition, hits mostly inhibitors. 0.53% of 400,000 active; further: on the % scale 0 is the no-effect control and ±100 the full control effect
#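 Pol kappa 10 nM + cpd, 15 min RT; start w/ substrate 50 nM final; fluorescence kinetic read, 0 and 10 min. Neg ctrl: buffer, no enzyme.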
# BLM inh: qHTS Assay for Inhibitors of Bloom's syndrome helicase (BLM); recombinant BLM DNA unwinding, fluorescence dequenching; Potency, µM (titrated, usually from 56.1 µM), without a hit: at the highest dose activity change, negative = inhibition, hits mostly inhibitors; 0.2% of 350,000 active;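 further: plate controls were vehicle for no effect and no enzyme for full effect; nearly all actives have a fitted effect of over 35% in size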
# Active calls of the source: *; ? = inconclusive; . = not tested or not shown; & = joins results of further samples; [ ] = dose if it differs, or a comment. The call rests on the fitted dose curve; in most records, active means well fitted curve in the direction sought with a large enough effect; inconclusive means small, poorly fitted or top-dose-only effect, or another doubt; inactive means no such curve, though single readings can be large; an effect the other way counts as inactive or inconclusive. Potency means the concentration at half of the fitted maximal effect.
cpd	structure	POLI inh	JMJD2A Tudor	BAZ2B block	G9a block	BLM inh	Pol eta inh	POLK inh	POLB inh	APE1 inh
1	Cc1c(NS(=O)(=O)c2cc(C(=O)NCc3cccnc3)cc(Cl)c2Cl)c(=O)n(-c2ccccc2)n1C	34%[activator]	-11%	6%	7%[0.501 µM]	.	-17%	5%	.	0%
2	O=C(COc1ccccc1[N+](=O)[O-])Nc1ccc(N2CCN(C(=O)c3cccs3)CC2)cc1	66%[activator]	-17%	?	.	-4%	-17%	-2%	8%	-4%
3	COc1ccc(OC)c(COC(=O)c2cccc(S(=O)(=O)N3CCCCC3)c2)c1	-24%	5%	.	.	.	-21%	-9%	.	3%
4	CC(C)CCNC(=O)C1CCC(CNc2c(N3CCCC3)c(=O)c2=O)CC1 (stereo not given)	18%	-13%	-24%	?	-1%	-9%	3%	0%	9%
5	O=C(CSCC(=O)NN=Cc1ccccc1O)NN=Cc1ccccc1O	11%	-13%	.	.	.	-18%	-18%	.	.
6	CN1CCN(C(=O)CSc2nc3c(c(=O)n(C)c(=O)n3C)n2C)CC1	37%[activator]	-14%	1%	10%[59 µM]	3%	-9%	6%	-15%	4%[12.4 µM]
7	CN(C(=O)COC(=O)c1cccc(S(=O)(=O)N2CCCCC2)c1)C1CCS(=O)(=O)C1 (stereo not given)	18%	-10%	-2%	17%[59 µM]	.	-20%	-15%	.	-18%
8	Nc1cc(=O)[nH]c(SCC(=O)Nc2cccc(Cl)c2Cl)n1	-4%	-13%	-1%	-24%	-15%	-2%	-19%	-4%	-5%
9	CCOc1ccc(OCCCC(=O)Nc2nc3ccccc3[nH]2)cc1	90%[activator]	-14%	2%	23%	0%	-19%	-6%	-17%	-9%
10	COc1ccccc1N1CCN(C(=O)c2ccc(CN3CCc4ccccc4C3)cc2)CC1	22%	?	-1%	-7%[59 µM]	-1%	-19%	-14%	5%	-2%
11	Cc1ccc(C(=O)NCC(=O)OCCOc2cccc(Cl)c2)cc1	-7%	13%	1%	5%	.	-15%	-8%	.	-11%
12	CCOC(=O)C(Cc1c[nH]c2ccccc12)NC(=O)COc1ccc(Cl)cc1 (stereo not given)	79µM*	?	-34%	?	0%	-21%	-19%[60.1 µM]	-16%	.
13	COc1ccc(N2CCN(C(=O)[C@@H]3CCCN3C3=NS(=O)(=O)c4ccccc43)CC2)cc1	-10%	-9%	5%	-5%[12.7 µM]	.	-2%	10%	.	5%
14	CCC(=O)Nc1ccc(/C(C)=N/NC(=O)c2c(Br)c(C)nn2C)cc1	13%	-9%	2%	-9%[59 µM]	-3%	-1%	-3%	-21%	1%
15	CCSc1cc(C)nc2c(-c3ccc(Cl)cc3)c(C)nn12	25%	-11%	-3%	?	-4%	-5%	-2%	9%	3%
16	O=C(CSc1nncs1)N1CCN(S(=O)(=O)c2ccccc2)CC1	171%[activator]	-2%	0%	7%	-13%	-6%	-20%	3%	3%
17	CCOC(=O)C(=O)Nc1ccc(OCc2ccccc2)cc1	117%[activator]	-3%	-19%	?	-2%	-23%	-1%	14%	2%
18	CCCc1cc(=O)[nH]c(SCC(=O)Nc2ccc(OC(F)F)cc2)n1	-10%	1%	9%	14%	0%	3%	-6%	1%	0%
19	COc1ccc(F)cc1S(=O)(=O)Nc1cc2c3c(c1)CC(=O)N3CCC2	118%[activator]	-12%	-11%	-47%	.	-6%	-6%	.	-5%
20	CCc1ccccc1N1CC(c2nc3ccccc3n2CCC2CCCCC2)CC1=O (stereo not given)	-25%	-35%	-33%	-42%[59 µM]	-13%	-18%	-11%	4%	.
21	Cc1ccc(S(=O)(=O)Nc2cccc(CP(=O)(c3ccccc3)c3ccccc3)c2)cc1	36%[activator]	-20%	-13%	-6%	-3%	-19%	-12%	5%	2%
22	Cc1ccc2c(c1)c1c(n2CC(O)CNC(C)(C)C)CCCC1 (stereo not given)	42%[activator]	45µM*	45µM*	50µM*	5%	-11%	-8%	23%	1%
23	O=S(=O)(c1ccc2ncn(O)c2c1)N1CCOCC1	?	1%	-18%	-45%	3%	-18%	-19%	-8%	0%
24	COc1ccccc1OCC(=O)NC1CCCCCC1	-4%	-10%	1%	-1%	1%	1%	-13%[60.1 µM]	0%	0%
25	Cc1[nH]c2ccccc2c1C(C#N)(C#N)C1C(=O)c2ccccc2C1=O	54%[activator]	13µM*	7.9µM*	-111%[12.7 µM]	-7%	?	0%	1%	9%
26	CN(C)S(=O)(=O)c1cccc(NC(=O)c2cc(=O)[nH]c(=O)[nH]2)c1	7%	?	?	1.1µM*	-2%	-6%	2%	25%	-6%
27	O=C(NCCSc1ccccc1)c1ccccc1	10%	1%	-3%	-3%[12.7 µM]	1%	-4%	-11%	18%	-3%
28	O=C(OCCNc1nc(-c2ccccc2)nc2ccccc12)c1cccnc1	-11%	-17%	-12%	.	-9%	-8%	-14%	-1%	-1%
29	CCN(CC)c1ccc(NC(=O)c2cccc(C)c2OC)c(C)c1	15%	40µM*	35µM*	3.5µM*	-7%	-7%	-13%	7%	-2%
30	CCCCN(Cc1ccccc1)C(=O)CN(C)S(=O)(=O)c1ccc2c(c1)c(=O)n(C)c(=O)n2C	18%	-10%	-6%	5%[59 µM]	1%	-10%	-1%	2%	.
31	NC(=O)C1CCN(C(=O)CCSc2ccccc2)CC1	-1%	-26%	5%	13%[59 µM]	3%	1%	-5%	0%	6%
32	NC(=O)C1CCN(c2cc(Cl)ccc2[N+](=O)[O-])CC1	72%[activator]	-21%	-13%	.	6%	-10%	-4%	4%	-10%
33	CC(C)n1c(CNC(=O)c2ccccc2)nc2ccccc21	-2%	4%	10%	10%[59 µM]	-1%	-2%	-4%	-2%	-2%
34	Cc1snc(S(=O)(=O)/C(C#N)=N\Nc2ccccc2)c1C#N	?	?	?	-37%[59 µM]	4%	-9%	6%	23%	-14%
35	Cc1ccc(S(=O)(=O)N(Cc2ccccc2)c2ccccc2C(=O)NCc2ccco2)cc1	-4%	?	?	50µM*	-8%	-20%	-7%	0%	-2%
36	COc1ccc(Cn2c(CCC(=O)Nc3ccc(C)c(C)c3)nc3cccnc32)cc1	-8%&3%	-19%	-17%&12%	-28%[59 µM]	-12%&-9%	-10%&-6%	-9%&-19%	13%&-2%	-2%
37	COC(=O)c1c(NC(=O)COC(=O)CCS(=O)(=O)c2ccc(C)cc2)sc(C)c1C	40%[activator]	-24%	2%	-14%[59 µM]	-3%	-10%	-17%	0%	-6%
38	CC1=NN(c2ccccc2)C(=O)/C1=C/c1cc(C)n(C2CC2)c1C	39%[activator]	-35%[11.4 µM]	?	7%[12.7 µM]	-7%	11%	-10%	-34%	-1%
39	Cc1c(Cl)cccc1-c1ccc(CNCCSc2nnnn2-c2ccccc2)o1	?	3%	?	-33%[59 µM]	-6%	-10%	-12%	7%	.
40	CN(C)S(=O)(=O)c1ccc(NC(=O)COC(=O)C2CC3CCCC(C2)C3=O)cc1 (stereo not given)	22%	-9%	-4%	-12%	-2%	-1%	14%	-1%	0%

# Compounds listed so far containing fluorine, in the order listed:
cpd	structure	POLI inh	JMJD2A Tudor	BAZ2B block	G9a block	BLM inh	Pol eta inh	POLK inh	POLB inh	APE1 inh
18	CCCc1cc(=O)[nH]c(SCC(=O)Nc2ccc(OC(F)F)cc2)n1	-10%	1%	9%	14%	0%	3%	-6%	1%	0%
19	COc1ccc(F)cc1S(=O)(=O)Nc1cc2c3c(c1)CC(=O)N3CCC2	118%[activator]	-12%	-11%	-47%	.	-6%	-6%	.	-5%

# Further results follow.
cpd	structure	POLI inh	JMJD2A Tudor	BAZ2B block	G9a block	BLM inh	Pol eta inh	POLK inh	POLB inh	APE1 inh
41	O=C(Nc1ccccc1)C1CCN(C(=O)c2ccc([N+](=O)[O-])cc2)CC1	66%[activator]	-16%	-14%	?	-8%	-11%	-13%	0%	-2%
42	O=C(CCl)N1N=C(c2cccs2)CC1c1ccco1 (stereo not given)	98%[activator]	-25%	-16%	?	-5%	?	-5%	-26%	-2%
43	Cc1ccc(NC(=O)CN2C(=O)NC(C)(C3CC3)C2=O)c([N+](=O)[O-])c1 (stereo not given)	-4%	-6%	14%	0%[12.7 µM]	.	-9%	10%	.	0%
44	CCOc1ccc(S(=O)(=O)n2cc(-c3ccccc3)c(N)n2)cc1	13%[58.9 µM]	-2%	8%	18%	0%	-8%	-2%	0%	-3%
45	COc1ccc(Cc2noc(CN3CCCN(C4Cc5ccccc5C4)CC3)n2)cc1OC	7%	-17%	?	40µM*	0%	-3%	-9%	-1%	-1%
46	C=CCNC(=O)COC(=O)CNC(=O)c1cc(Cl)cc([N+](=O)[O-])c1	-13%	-23%	.	12%	0%	-9%	-14%	9%	-1%
47	O=C1CC(c2ccccc2)Sc2nc(-c3ccccc3)c(-c3ccccc3)n21 (stereo not given)	-9%	-7%	-31%	?	-4%	-15%	2%	0%	2%
48	O=C(Cn1c(=O)sc2ccccc21)N1CCOCC1	17%	-7%	7%	30%	-3%	-4%	-9%	18%	3%
49	COc1ccc(OC)c(NC(=O)CCN2CCN(c3ccccc3)CC2)c1	-10%	-33%	-37%	?	-4%	4%	-11%	12%	16%
50	CCOc1cc(/C=C/C(=O)c2ccc(O)cc2)ccc1OCC(=O)N(C)C	1%	-10%	-1%	7%[59 µM]	3%	-1%	-15%	?	5%
51	CC(NS(=O)(=O)/C=C/c1ccccc1)c1ccccc1 (stereo not given)	11%	-3%	.	7%	-3%	-23%	8%	2%	-2%
52	CCOc1ccc(NC(=O)NNC(=O)COc2ccc3ccccc3c2)cc1	5%	-9%	0%	-6%	-5%	-11%	-9%	?	-5%

# Excerpt, nos. 51 to 52
cpd	structure	POLI inh	JMJD2A Tudor	BAZ2B block	G9a block	BLM inh	Pol eta inh	POLK inh	POLB inh	APE1 inh
51	CC(NS(=O)(=O)/C=C/c1ccccc1)c1ccccc1 (stereo not given)	11%	-3%	.	7%	-3%	-23%	8%	2%	-2%
52	CCOc1ccc(NC(=O)NNC(=O)COc2ccc3ccccc3c2)cc1	5%	-9%	0%	-6%	-5%	-11%	-9%	?	-5%

# Some of the compounds tested (hit frequency here may not be typical).
